# TcdB inh: TcdB glycohydrolase inhibition. TcdB glycohydrolase enzymatic assay, plate reader. inhibition, % at 9.99 µM. actives 0.24% (n = 350,000). AID 652162; in the data active = inhibition above about 10%
# Target sequence (P18177 whole entry, looked up): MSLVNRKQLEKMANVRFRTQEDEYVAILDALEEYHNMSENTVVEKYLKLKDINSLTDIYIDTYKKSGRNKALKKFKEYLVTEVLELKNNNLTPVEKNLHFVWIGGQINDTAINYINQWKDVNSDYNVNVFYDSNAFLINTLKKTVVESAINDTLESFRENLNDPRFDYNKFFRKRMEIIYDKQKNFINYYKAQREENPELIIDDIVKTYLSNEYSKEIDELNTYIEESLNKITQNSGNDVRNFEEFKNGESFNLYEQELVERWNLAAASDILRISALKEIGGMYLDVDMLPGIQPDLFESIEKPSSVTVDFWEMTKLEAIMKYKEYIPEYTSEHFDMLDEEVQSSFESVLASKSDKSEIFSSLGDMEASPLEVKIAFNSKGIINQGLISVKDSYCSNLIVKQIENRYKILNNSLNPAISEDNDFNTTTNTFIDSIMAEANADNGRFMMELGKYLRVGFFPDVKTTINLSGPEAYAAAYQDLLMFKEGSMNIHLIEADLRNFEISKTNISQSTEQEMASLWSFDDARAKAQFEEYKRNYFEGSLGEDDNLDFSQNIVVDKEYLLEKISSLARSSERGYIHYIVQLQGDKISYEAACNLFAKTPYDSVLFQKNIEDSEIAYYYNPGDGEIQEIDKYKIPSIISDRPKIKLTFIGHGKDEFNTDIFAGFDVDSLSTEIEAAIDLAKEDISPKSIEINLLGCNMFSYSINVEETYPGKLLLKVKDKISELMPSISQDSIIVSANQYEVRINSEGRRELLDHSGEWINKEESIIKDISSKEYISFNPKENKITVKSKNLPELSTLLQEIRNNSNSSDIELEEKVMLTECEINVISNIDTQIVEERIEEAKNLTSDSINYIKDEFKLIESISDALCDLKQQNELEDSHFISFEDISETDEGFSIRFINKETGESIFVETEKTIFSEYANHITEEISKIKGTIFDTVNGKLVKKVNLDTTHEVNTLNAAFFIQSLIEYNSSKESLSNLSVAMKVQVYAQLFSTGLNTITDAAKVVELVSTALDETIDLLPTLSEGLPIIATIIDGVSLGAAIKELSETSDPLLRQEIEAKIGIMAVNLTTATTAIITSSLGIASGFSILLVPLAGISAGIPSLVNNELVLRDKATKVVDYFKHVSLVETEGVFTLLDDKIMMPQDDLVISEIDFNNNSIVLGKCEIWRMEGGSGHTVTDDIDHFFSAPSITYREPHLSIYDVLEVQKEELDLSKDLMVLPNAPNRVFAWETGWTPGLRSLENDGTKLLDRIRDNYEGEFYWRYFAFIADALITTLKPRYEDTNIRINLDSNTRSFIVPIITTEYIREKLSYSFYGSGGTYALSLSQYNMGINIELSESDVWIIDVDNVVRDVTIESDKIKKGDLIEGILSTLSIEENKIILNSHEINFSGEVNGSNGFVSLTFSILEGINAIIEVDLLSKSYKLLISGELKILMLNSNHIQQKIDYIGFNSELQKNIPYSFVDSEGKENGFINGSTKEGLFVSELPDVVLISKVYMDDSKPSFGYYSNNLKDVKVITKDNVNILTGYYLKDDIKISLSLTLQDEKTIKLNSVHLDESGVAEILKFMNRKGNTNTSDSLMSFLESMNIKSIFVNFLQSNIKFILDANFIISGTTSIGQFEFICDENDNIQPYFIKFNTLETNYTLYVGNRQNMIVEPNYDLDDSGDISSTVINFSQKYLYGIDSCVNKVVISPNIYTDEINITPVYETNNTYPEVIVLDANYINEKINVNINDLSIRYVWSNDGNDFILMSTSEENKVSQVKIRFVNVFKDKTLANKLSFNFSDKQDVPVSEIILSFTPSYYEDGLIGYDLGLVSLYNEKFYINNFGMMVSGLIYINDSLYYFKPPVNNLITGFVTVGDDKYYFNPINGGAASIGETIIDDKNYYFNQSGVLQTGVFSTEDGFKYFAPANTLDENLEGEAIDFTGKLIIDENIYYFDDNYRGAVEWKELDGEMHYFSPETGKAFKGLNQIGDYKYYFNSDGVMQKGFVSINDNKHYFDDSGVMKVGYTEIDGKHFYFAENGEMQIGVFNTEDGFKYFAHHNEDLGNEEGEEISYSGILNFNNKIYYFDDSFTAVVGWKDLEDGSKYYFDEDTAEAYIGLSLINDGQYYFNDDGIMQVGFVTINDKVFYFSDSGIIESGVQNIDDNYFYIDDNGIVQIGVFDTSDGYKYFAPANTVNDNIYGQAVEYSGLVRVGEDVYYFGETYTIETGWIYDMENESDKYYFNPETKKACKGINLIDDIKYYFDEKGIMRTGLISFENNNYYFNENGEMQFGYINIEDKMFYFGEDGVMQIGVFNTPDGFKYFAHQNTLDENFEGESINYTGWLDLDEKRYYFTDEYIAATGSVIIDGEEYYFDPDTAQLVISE
# Rv3671c protease: Rv3671c (M. tuberculosis) protease inhibition; inhibition, % at 5.96 µM; P9WHR9; actives 0.048% (n = 320,000); in the data active = inhibition above about 38%;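 also: extracellular domain of Rv3671c used as enzyme; 0% = enzyme with DMSO and 100% = no enzyme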
# MazEF act: increases E. coli MazEF RNase cleavage of RNA | FAM/BHQ RNA-DNA oligo cleavage fluorescence, 5 h | activation, % at 20 µM | actives 0.32% (n = 350,000) | P0AE70; in the data active = activation above about 50%
# BH1578 lux ind: induces V. cholerae light production without autoinducers; V. cholerae BH1578 lux reporter, luminescence, 6 h; activation, % at 18.7 µM; actives 0.16% (n = 350,000); AID 588436; in the data active = activation mostly above about 9.7%, no sharp cut-off; also: not every result past the cut was called active; inactives centre near 0; reference of the scale not given here
# Yp Topo-I inh: inhibitors of Yersinia pestis topoisomerase I. Y. pestis Topo-I cleavage product accumulation, plate reader. activity, % at 10 µM. actives 0.064% (n = 360,000); in the data active = activity above about 50%, passing the limit was not always enough; also: inactives centre near 2
# 3CLpro inhibitor: SARS-CoV 3CLpro protease inhibition. AID 1706. recombinant SARS-CoV 3CLpro, quenched FRET peptide cleavage. inhibition, % at 6 µM. actives 0.14% (n = 290,000); in the data active = inhibition above about 12%
# SSB-PriA inh: blocks PriA binding to SSB C-terminal tail | inhibition, % at 33 µM | actives 0.6% (n = 430,000) | AlphaScreen SSBct-PriA binding, biotinylated peptide; in the data active = inhibition mostly above about 37%, no sharp cut-off; inactive = mostly below about 20%;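 also: plate controls were negative control peptide for no effect and reference peptide for full effect; strong numbers were not always called active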
# CCHF vOTU inh: blocks the CCHF virus ovarian tumor domain protease; CCHFV vOTU protease, Pep-AMC fluorescence; inhibition, % at 11.5 µM; actives 0.55% (n = 370,000); AID 651958; in the data active = inhibition above about 30%; also: 0% = vehicle wells with enzyme and 100% = no enzyme wells
# DUSP3 inh: inhibitors of human VHR1 phosphatase (DUSP3); actives 0.52% (n = 290,000); recombinant VHR phosphatase, pNPP absorbance; inhibition, % at 13.3 µM; in the data active = inhibition above about 50%; also: some compounds called inactive have numbers as strong as hits
# PrPC surface inh: cell surface PrPC inhibition, primary TR-FRET screen; P04156; TR-FRET read-out; inhibition, % at 13.8 µM; actives 0.43% (n = 370,000); AID 720596; in the data active = inhibition above about 24%; also: 0% = median of the test wells and 100% = reference compound wells
# An asterisk follows results filed as active; i = inactive; . = no result given; & = joins results of further samples.
no.	molecule	TcdB inh	Rv3671c protease	MazEF act	BH1578 lux ind	Yp Topo-I inh	3CLpro inhibitor	SSB-PriA inh	CCHF vOTU inh	DUSP3 inh	PrPC surface inh
1	COc1cc(CO)cc(Br)c1OCC(=O)O	1.4	-5	-1	-0.3	-2	-3	1	-7	21	4
2	O=C(COC(=O)c1ccccc1O)NCC1COc2ccccc2O1 (configuration not stated)	-0.1	4	0	-0.5	8	.	-5	15	.	4
3	CC(Sc1ccccc1)C(=O)N1CCN(S(=O)(=O)c2ccccc2F)CC1 (configuration not stated)	0.9	-5	-5	-0.1	2	-2	-15	4	4	9
4	Cc1cc(C)cc(C(=O)N2CCN=C2SCc2ccc([N+](=O)[O-])cc2)c1	-0.7	-11	-1	1.0	22	-3	-10	5	-10	0
5	CCOc1ccc(/C=N/NC(=O)c2ccoc2C)cc1OC	0.8	-12	13	-0.5	4	-7	.	9	-12	-3
6	CC(=O)Nc1ccc(S(=O)(=O)Nc2ccccc2C(=O)N2CCCCCC2)cc1	-1.7	-3	9	-0.3	0	-3	-1	-6	44	-5
7	CCc1ccc(NC(=O)NCC2CCN(c3ccc(OC)cc3)C2)cc1 (configuration not stated)	-10.0	0	5	4.8	-14	-1	9	5	19	8
8	COc1cc2ccccc2cc1C(=O)N1CC(C)CC(C)C1 (configuration not stated)	1.4	-6	-13	-0.3	14	5	-16	13	28	-1
9	C=CC[C@H](CC(=O)N[C@H](CO)Cc1ccccc1)C(=O)N[C@H](COC(=O)[C@@H](CC=C)Cc1ccc(F)cc1)Cc1c[nH]c2ccccc12	.	.	-1	i	29	.	-3	.	.	.
10	COc1cccc(C2CCN(CC(=O)Nc3cc(Cl)ccc3OC)CC2O)c1 (configuration not stated)	-1.6	0	8	i	28	-4	0	-8	.	0
11	CC1(C(=O)NS(=O)(=O)c2ccc(C#N)cc2)CCN1C(=O)CCC1CCCC1 (configuration not stated)	-0.5	.	.	i	6	.	.	-2	.	6
12	CN(C(=O)COC(=O)COc1ccc2c(c1)CCC2)c1c(N)n(Cc2ccccc2)c(=O)[nH]c1=O	0.2	-3	2	4.4	23	.	-2	-12	.	-1
13	COc1cc(/C=C/c2onc(C)c2[N+](=O)[O-])cc(OC)c1OC	1.2	10	-9	-0.3	7	.	-7	-14	.	-7
14	CCOC(=O)C1(Cc2cccc(OC)c2)CCCN(C(=O)c2cc(C)oc2C)C1 (configuration not stated)	1.5	-6	4	i	25	-3	-7	19	-4	7
15	CCCCN(C(=O)CN1C(=O)C2CCCCC2C1=O)c1c(N)n(CCCC)c(=O)[nH]c1=O (configuration not stated)	1.5	9	1	-0.3	4	.	-5	-6	.	6
16	Cc1ccc(S(=O)(=O)N2CCn3cccc3C2C)cc1 (configuration not stated)	6.2	-8	-8	-0.2	3	.	9	7	.	-2
17	Cc1ccc2nc3n(c(=O)c2c1)-c1ccc(Cl)cc1C(=O)NC3CC(C)C (configuration not stated)	0.7	-6	.	.	.	.	.	1	.	1
18	N#C/C(=N\Nc1cccc(Cl)c1)C(=O)c1ccccc1	.	-1	-7	i	-5	9	.	35*	24	3
19	CC(C)c1ccc(NC(=O)CCNC(=O)N2CC(=O)Nc3ccccc32)cc1	0.0	-8	-8	i	12	-1	-10	14	51*	-2
20	CC(C)CN(CC(C)C)C(=O)CN1C(=O)NC2(CCCc3ccccc32)C1=O (configuration not stated)	-2.9	-3	4	i	11	0	3	-4	-8	10

# One compound at a time, as listed above.
# Cc1ccc(S(=O)(=O)N2CCn3cccc3C2C)cc1 (configuration not stated) across the screens: TcdB inh: 6.2; Rv3671c protease: -8; MazEF act: -8; BH1578 lux ind: -0.2; Yp Topo-I inh: 3; 3CLpro inhibitor: .; SSB-PriA inh: 9; CCHF vOTU inh: 7; DUSP3 inh: .; PrPC surface inh: -2
# CC(C)c1ccc(NC(=O)CCNC(=O)N2CC(=O)Nc3ccccc32)cc1 across the screens: TcdB inh: 0.0; Rv3671c protease: -8; MazEF act: -8; BH1578 lux ind: i; Yp Topo-I inh: 12; 3CLpro inhibitor: -1; SSB-PriA inh: -10; CCHF vOTU inh: 14; DUSP3 inh: 51*; PrPC surface inh: -2

# Next structures
no.	molecule	TcdB inh	Rv3671c protease	MazEF act	BH1578 lux ind	Yp Topo-I inh	3CLpro inhibitor	SSB-PriA inh	CCHF vOTU inh	DUSP3 inh	PrPC surface inh
21	CC1(C)CN2C(c3ccc(Cl)cc3)N2C1 (configuration not stated)	.	4	-3	5.9	7	-2	-10	12	39	6
22	Fc1ccccc1/C=N/Nc1nc(N2CCCCC2)nc(N2CCCCC2)n1	2.0	9	9	1.6	3	-1	.	-8	8	5
23	CCNC(=O)OCC12CC3CC(CC(C3)C1)C2	-8.9	0	5	i	3	1	-12&-10	21	21	1
24	CC[C@@H](C)[C@H](NC(=O)Cc1c(C)c2c(cc(C)c3c(C)coc32)oc1=O)C(=O)O	-3.5	.	-6	-0.5	5	4	-4	-48	5	-6
25	CCc1sc2nc(SCC(=O)Nc3cc(C)on3)n(-c3cccc(OC)c3)c(=O)c2c1C	.	2	-32	-0.1	10	3	-9	7	5	1
26	COC(=O)C1=C(C)N(c2ccc(OC)c(OC)c2)C(=O)C1	.	-1	5	i	-7	-2	-8	-12	32	3
27	O=C(CSc1nc2c(cnn2-c2ccc(F)cc2)c(=O)[nH]1)N1CCCc2ccccc21	.	-11	5	i	-4	2	-10	-1	5	5
28	O=C(NCC1CCCO1)c1ccc(-c2ccccc2Cl)o1 (configuration not stated)	0.6	-13	1	i	4	.	-9	-3	.	-1
29	OC[C@@H]1CN(Cc2ccccc2)C[C@H](n2cnc3c(N4CCN(c5ccccc5)CC4)ncnc32)O1	-1.7	.	.	-0.3	25	.	.	10	.	-5
30	CCOc1ccccc1NC(=O)C(=O)/C=C(\O)c1cc(OC)ccc1OC	.	-5	-1	1.5	12	-1	.	0	-12	-2
31	CC(=O)N1C(C)c2ccccc2C(C)(C)CC12CCCCC2 (configuration not stated)	.	0	-6	-0.2	24	5	17	-13	7	-3
32	Cc1nc(N2CCCCC2)sc1C(=O)c1cccc([N+](=O)[O-])c1	0.5	1	-1	-0.4	18	2	33	-5	5	-6
33	Cc1ccc(CNC(=O)Cn2cnc(C(=O)Nc3ccc(C)c(C)c3)n2)o1	0.3	.	-1	-2.0	7	.	-8	-3	.	4
34	COc1ccc(Nc2cc(C)c3c(O)cccc3n2)cc1	3.7	9	18	-0.5	-20	2	28	18	6	4
35	CCOC(=O)NC(=S)Nc1cccc(NC(=S)NC(=O)OCC)c1	-0.4	-3	-10	-0.3	9	2	-3	-12	26	-1
36	Cc1ccc(/C=N/n2c(C)nc3ccccc3c2=O)o1	0.1	-2	9	0.5	0	-3	.	-4	10	-5
37	CN(C(=O)COC(=O)c1ccc(F)c(S(=O)(=O)N2CCOCC2)c1)C1CCS(=O)(=O)C1 (configuration not stated)	.	-1	5	i	6	.	-3	.	.	.
38	N#CCC(=N)N1CCN(c2ccc(F)cc2)CC1	-0.8	-2	-6	-0.4	-2	-6	-10	16	-11	-10
39	COc1ccc(-c2nnc(SCC(=O)c3ccc4c(c3)OCCO4)o2)cc1	.	-11	.	.	.	5	.	2	.	0
40	Cc1ccccc1-c1nnn(CC(=O)NC(=O)NC2CCCC2)n1	0.2	-8	2	i	22	.	9	16	.	-2

# 14 structures already listed, ordered by formula weight, ascending.
no.	molecule	TcdB inh	Rv3671c protease	MazEF act	BH1578 lux ind	Yp Topo-I inh	3CLpro inhibitor	SSB-PriA inh	CCHF vOTU inh	DUSP3 inh	PrPC surface inh
21	CC1(C)CN2C(c3ccc(Cl)cc3)N2C1 (configuration not stated)	.	4	-3	5.9	7	-2	-10	12	39	6
23	CCNC(=O)OCC12CC3CC(CC(C3)C1)C2	-8.9	0	5	i	3	1	-12&-10	21	21	1
38	N#CCC(=N)N1CCN(c2ccc(F)cc2)CC1	-0.8	-2	-6	-0.4	-2	-6	-10	16	-11	-10
36	Cc1ccc(/C=N/n2c(C)nc3ccccc3c2=O)o1	0.1	-2	9	0.5	0	-3	.	-4	10	-5
28	O=C(NCC1CCCO1)c1ccc(-c2ccccc2Cl)o1 (configuration not stated)	0.6	-13	1	i	4	.	-9	-3	.	-1
32	Cc1nc(N2CCCCC2)sc1C(=O)c1cccc([N+](=O)[O-])c1	0.5	1	-1	-0.4	18	2	33	-5	5	-6
33	Cc1ccc(CNC(=O)Cn2cnc(C(=O)Nc3ccc(C)c(C)c3)n2)o1	0.3	.	-1	-2.0	7	.	-8	-3	.	4
35	CCOC(=O)NC(=S)Nc1cccc(NC(=S)NC(=O)OCC)c1	-0.4	-3	-10	-0.3	9	2	-3	-12	26	-1
30	CCOc1ccccc1NC(=O)C(=O)/C=C(\O)c1cc(OC)ccc1OC	.	-5	-1	1.5	12	-1	.	0	-12	-2
39	COc1ccc(-c2nnc(SCC(=O)c3ccc4c(c3)OCCO4)o2)cc1	.	-11	.	.	.	5	.	2	.	0
27	O=C(CSc1nc2c(cnn2-c2ccc(F)cc2)c(=O)[nH]1)N1CCCc2ccccc21	.	-11	5	i	-4	2	-10	-1	5	5
25	CCc1sc2nc(SCC(=O)Nc3cc(C)on3)n(-c3cccc(OC)c3)c(=O)c2c1C	.	2	-32	-0.1	10	3	-9	7	5	1
37	CN(C(=O)COC(=O)c1ccc(F)c(S(=O)(=O)N2CCOCC2)c1)C1CCS(=O)(=O)C1 (configuration not stated)	.	-1	5	i	6	.	-3	.	.	.
29	OC[C@@H]1CN(Cc2ccccc2)C[C@H](n2cnc3c(N4CCN(c5ccccc5)CC4)ncnc32)O1	-1.7	.	.	-0.3	25	.	.	10	.	-5

# Continued:
no.	molecule	TcdB inh	Rv3671c protease	MazEF act	BH1578 lux ind	Yp Topo-I inh	3CLpro inhibitor	SSB-PriA inh	CCHF vOTU inh	DUSP3 inh	PrPC surface inh
41	Cc1ccccc1-n1c(SCC(=O)NCc2cccs2)nnc1-c1ccncc1	.	-3	-7	1.4	10	-1	-14	-13	36	-1
42	OC(CNCc1ccc(F)cc1)(c1ccccc1)c1ccc(F)cc1 (configuration not stated)	.	0	3	.	-8	-2	-10	-3	31	4
43	CC(=O)Nc1ccccc1-c1ccc(C)o1	.	5	9	-3.4	2	-2	-7	-7	-4	1
44	Cc1ccccc1/C=C\c1nc(O)c([N+](=O)[O-])c(=O)[nH]1	1.4	2	4	-1.0	-2	2	-2	11	17	-6
45	Cc1cccc(N/C=C/C(=O)c2ccc(Cl)cc2)c1	0.6	-2	-12	i	-2	0	-6	0	27	-4
46	COC(=O)CCCNC(=O)CCc1nnc(-c2ccc(-c3ccccc3)cc2)o1	0.3	5	1	-0.3	2	-7	-4	-3	.	12
47	CCOc1ccc(S(=O)(=O)NC(C)C(=O)NCc2ccncc2)cc1 (configuration not stated)	-0.6	2	3	-0.5	9	-5	-2	6	46	-4
48	Cc1c(C(=O)N(C)C)sc(NC(=O)c2cc([N+](=O)[O-])cc([N+](=O)[O-])c2)c1C#N	-0.4	5	-2	0.2	-6	2	-18	21	16	-47
49	COc1ccc(NC(=O)Nc2cnccn2)c(OC)c1	1.2	-5	4	-1.2	-9	1	-14	10	30	3
50	O=C(NC1CCN(Cc2ccccc2)CC1)C1CCCN(c2nnc(-n3cccc3)s2)C1 (configuration not stated)	0.4	6	11	i	-6	-4	6	25	11	-7
51	Cc1onc(C(=O)N2CCN(c3ccccc3F)CC2)c1-c1ccccc1Cl	0.9	4	5	-0.1	7	7	-10	-13	-1	2
52	Cc1cc(NC(=O)c2cc(-c3ccc(OC(C)C)cc3)nc3ccccc23)no1	0.6	-32	0	1.2	4	3	-4	-5	36	-6
53	COc1ccc(/C=N/NC(=O)c2ccco2)cc1COc1ccc(F)cc1	-0.8	-4	14	0.3	14	5	.	14	-2	1
54	Clc1ccc(-c2cc3nc(NCc4cccc(Cl)c4)ccn3n2)cc1	0.3	.	.	i	7	.	.	-1	.	3

# Compound activity as filed in PubChem.

# A portion of the library. The share of hits here may be higher or lower than overall.
